Screening data (PubChem BioAssay)
IL-2 act – qHTS of IL-2 Activators. activation, % (series mostly up to about 46 µM). IL-2 activation reporter assay, cell-based qHTS; stimulated with anti-CD3/CD4/CD28 beads; in transgenic mouse T cells. hit rate 0.065% among 360,000. AID 652025, 2013; in the data active means activation above about 50%; inconclusive means mostly about 30% to 49%; further: 0% is about no effect
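Unstimulated transgenic mouse T cells, 750 per well, received compound and, after 60 minutes, anti-CD3/anti-CD4 bead plus anti-CD28 stimulation. EGFP and DsRed were quantified after 18 hours.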
EPAC1 ag – qHTS for Agonist of cAMP-regulated guanine nucleotide exchange factor 3 (EPAC1): primary screen; EPAC1 agonist qHTS, biochemical assay; response scale: 100% = response to 6.5 mM cAMP; Rap guanine nucleotide exchange factor 3 (Homo sapiens), O95398; Potency, µM (series often up to 154 µM), inactives show at the highest dose activation, hits mostly activators; hit rate 0.073% among 360,000; further: potency means the concentration at half of the fitted maximal effect; nearly all actives have a fitted effect of over 60% in size
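Multi-concentration qHTS readout: loss of Rap1B-bound BODIPY-GDP fluorescence driven by 100 nM EPAC1 with excess GDP (50 uM), monitored kinetically at room temperature; agonist response expressed relative to 6.5 mM cAMP.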
EPAC2 agonist – qHTS for Agonist of cAMP-regulated guanine nucleotide exchange factor 4 (EPAC2): primary screen. Rap guanine nucleotide exchange factor 4 (Homo sapiens), Q8WZA2. EPAC2 activation, biochemical qHTS; response scale: 100% = 6.5 mM cAMP response. Potency, µM (titrated, usually from 154 µM), for inactives: at the top dose activation, actives largely listed as activators. hit rate 0.079% among 360,000; further: potency means the concentration at half of the fitted maximal effect; nearly all actives have a fitted effect of over 50% in size
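Nucleotide exchange monitored as fluorescence drop when BODIPY-GDP leaves Rap1B. Reaction: 100 nM EPAC2, 250 nM RAP1B-BODIPY-GDP, 50 uM GDP, room temperature, kinetic read over 30 min. Activity expressed relative to 6.5 mM cAMP.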
WRN inhibitor – qHTS for Inhibitors of WRN Helicase | Bifunctional 3'-5' exonuclease/ATP-dependent helicase WRN (Homo sapiens), Q14191 | WRN helicase unwinding, fluorescent forked duplex, kinetic | Potency, µM (highest dose often 114 µM), for inactives: top-dose activity change, negative = inhibition, hits mostly inhibitors | hit rate 0.46% among 360,000 | AID 651768, 2012; further: potency means the concentration at half of the fitted maximal effect; on the % scale 0 is the no-effect control and ±100 the full control effect; nearly all actives have a fitted effect of over 55% in size
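Fluorescence dequenching readout, ex 525 nm/em 598 nm, kinetic mode: forked duplex DNA (100 nM final) with adjacent fluorophore and quencher unwound by WRN (20 nM final) with 2 mM ATP. Compound preincubation 15 min, room temperature.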
PI5P4Ka inh – qHTS for Inhibitors of phosphatidylinositol 5-phosphate 4-kinase (PI5P4K). max response, %. hit rate 1.2% among 330,000. PI5P4Kalpha enzyme, ADP-Glo luminescence, 60 min; stronger effect = lower value; active means max response of -50% or lower; inconclusive means between -30% and -50%; inactive means -30% or higher; further: value at the top dose of about 77 µM; on the % scale 0 is the no-effect control and ±100 the full control effect
Target sequence (P48426 whole entry, looked up): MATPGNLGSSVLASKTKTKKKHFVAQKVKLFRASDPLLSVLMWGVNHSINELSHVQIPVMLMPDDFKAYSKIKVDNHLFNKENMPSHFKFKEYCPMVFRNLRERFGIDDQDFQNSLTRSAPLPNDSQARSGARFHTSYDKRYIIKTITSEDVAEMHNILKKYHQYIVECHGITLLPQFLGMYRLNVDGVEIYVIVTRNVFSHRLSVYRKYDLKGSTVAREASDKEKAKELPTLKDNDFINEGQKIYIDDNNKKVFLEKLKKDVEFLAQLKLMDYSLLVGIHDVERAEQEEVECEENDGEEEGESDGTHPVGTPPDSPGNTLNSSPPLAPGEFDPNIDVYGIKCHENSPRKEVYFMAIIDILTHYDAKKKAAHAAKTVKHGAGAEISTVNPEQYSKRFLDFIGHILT
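Controls without substrate or without enzyme flank wells where PI5P4Kalpha converts substrate using 5 microM ATP (final). Incubation lasts 60 minutes at room temperature; ADP formed is read by ADP-Glo luminescence.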
EPAC1 antagonist – qHTS for Antagonist of cAMP-regulated guanine nucleotide exchange factor 3 (EPAC1): primary screen; hit rate 0.14% among 360,000; Rap guanine nucleotide exchange factor 3 (Homo sapiens), O95398; AID 720709, 2013; Potency, µM (series often up to 115 µM), for inactives: at the highest dose activity change, negative = inhibition, hits mostly inhibitors; EPAC1 GEF assay, Rap1b-BODIPY-GDP exchange fluorescence;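 further: potency means the concentration at half of the fitted maximal effect; plate controls were vehicle for no effect and positive control for full effect; nearly all actives have a fitted effect of over 50% in size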
CCT modulator – High-Throughput Screening for Modulators of Cytosolic Chaperonin Activity; purified chaperonin ATPase assay, HTRF ADP detection, 30 min; activity change, % (no concentration beside the values), hits read low; hit rate 0.3% among 360,000; AID 651819, 2012; in the data active means activity change below about -30%; further: on the % scale 0 is the no-effect control and ±100 the full control effect
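TRiC (40 or 20 nM final, by batch activity) in 30 mM Tris pH 7.4, 100 mM KCl, 5 mM MgCl2, 1 mM DTT was treated with compound at 76 uM single dose, then 10 uM ATP, 30 min at 37 °C. ADP was read by HTRF Transcreener.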
PLK1 PBD inh – qHTS for Inhibitors of PLK1-PDB (polo-like kinase 1 - polo-box domain): Primary Screen | Serine/threonine-protein kinase PLK1 (Homo sapiens), P53350 | Plk1 PBD binding of FITC phosphopeptide, fluorescence polarization | Potency, µM, inactives show max response, negative = inhibition, hits mostly inhibitors | hit rate 2.8% among 360,000 | AID 720504, 2013; further: potency means the concentration at half of the fitted maximal effect; series mostly up to about 57 µM; on the % scale 0 is the no-effect control and ±100 the full control effect; nearly all actives have a fitted effect of over 65% in size
Target sequence (P53350 whole entry, looked up, the tested form may be a part): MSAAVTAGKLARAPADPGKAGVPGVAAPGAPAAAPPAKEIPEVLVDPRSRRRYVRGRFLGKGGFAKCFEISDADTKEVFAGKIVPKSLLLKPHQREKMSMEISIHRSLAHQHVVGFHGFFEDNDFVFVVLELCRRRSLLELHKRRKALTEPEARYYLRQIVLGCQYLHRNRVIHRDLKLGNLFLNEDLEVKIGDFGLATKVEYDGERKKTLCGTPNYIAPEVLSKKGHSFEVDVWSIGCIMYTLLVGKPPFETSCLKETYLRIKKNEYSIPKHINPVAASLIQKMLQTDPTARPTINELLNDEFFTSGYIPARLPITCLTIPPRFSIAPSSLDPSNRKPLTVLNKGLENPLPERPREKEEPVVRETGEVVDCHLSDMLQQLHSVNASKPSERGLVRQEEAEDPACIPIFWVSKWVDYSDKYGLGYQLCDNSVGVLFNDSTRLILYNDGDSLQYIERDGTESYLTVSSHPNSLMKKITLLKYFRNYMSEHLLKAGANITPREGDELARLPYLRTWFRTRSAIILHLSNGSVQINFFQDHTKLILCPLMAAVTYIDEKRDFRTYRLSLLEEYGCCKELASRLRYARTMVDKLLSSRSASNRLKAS
* marks the source's active call; other numbers are inactive results; u = inconclusive; x = not tested or not shown; [ ] = another dose, or the depositor's remark. Unless noted, the call rests on the fitted dose curve; in most records, active means well fitted curve in the direction sought with a large enough effect; inconclusive means small, poorly fitted or top-dose-only effect, or another doubt; inactive means no such curve, though single readings can be large; an effect the other way counts as inactive or inconclusive.

SMILES	IL-2 act	EPAC1 ag	EPAC2 agonist	WRN inhibitor	PI5P4Ka inh	EPAC1 antagonist	CCT modulator	PLK1 PBD inh
COc1ccc(C(=O)COC(=O)c2cccc(-n3cnnn3)c2)c(OC)c1	1.8	-6.8%	1.7%	-17.7%	u	-3.2%	-0.1	-0.3%
O=S(=O)(c1cccc(-c2nnc(SCc3ccc(Cl)cc3)o2)c1)N1CCCCC1	0.9	-2.7%	-2.2%	-12.4%	12.7	-7.2%	-1.5	-7.7%
CCOc1cc(NC(=O)C2CC2)c(OCC)cc1NC(=O)c1ccccn1	-3.2	-3.7%	-7.2%	-13.5%	2.5	-9.2%	-4.5	1.5%
CCOc1ccc(NC(=O)[C@@H]2CCC(=O)N2C2OC(=O)c3ccccc32)cc1 (stereo partly drawn)	0.5	-8.4%	1.1%	0.4%	-0.4	-7.2%	-10.8	10.7%
Cc1ccc(-n2c3c(cc(C(=O)NCCCN4CCOCC4)c2=O)C(=O)CC(C)(C)C3)cc1	4.7	4.5%	7.3%	-1.7%	1.1	4.2%	-0.4	-3.2%
Cc1cc(C)cc(OCC(=O)Nc2ccc3c(c2)OCO3)c1	-1.6	2.0%	10.8%	2.9%	2.1	19.3%	-3.6	-5.0%
CCNc1nc(C)c(CN(C(C)=O)c2ccccc2)nc1C#N	-0.8	-2.9%	9.4%	4.7%	0.0	-14.4%	1.1	-8.1%
Cc1ccc(C)c(OCc2cc(C(=O)NC(c3ccccn3)C(F)(F)F)no2)c1 (stereo not drawn)	-4.4	-4.2%	2.6%	-23.9%	17.4	-23.4%	0.1	1.8%
Fc1ccc(-c2nnc3sc(C4COc5ccccc5O4)nn23)cc1 (stereo not drawn)	-0.1	7.7%	0.9%	-16.5%	x	-10.7%	1.3	-7.6%
COC(=O)Cc1c(C)c2ccc(OCc3nn[nH]n3)cc2oc1=O	-0.6	1.4%	6.5%	-5.1%	x	-2.7%	-0.5	-0.2%
C=C(C)COc1ccc(-c2[nH]ncc2Oc2ccccc2OC)c(O)c1	-3.8	12.1%	2.5%	-14.1%[57.1 µM]	x	-26.9%	2.2	-0.1%
Oc1ccc(C[C@H]2CNC(=S)N2C[C@H]2CCCN2C[C@H](Cc2ccccc2)N2C[C@H](Cc3ccc(O)cc3)N(CC3CCCCCC3)C2=S)cc1	0.2	-15.1%	4.5%	-4.4%	u	-16.8%	1.2	6.7%
CC(C)(C)OC(=O)N1O[C@H]2CC1[C@@H]1[C@@H]2N=NN1CCc1ccncc1	0.0	-21.1%	4.2%	-0.9%	-4.1	4.8%	-0.8	-5.3%
COc1ccc(C(=O)/C(=C/O)N=Nc2ccc(F)cc2)cc1	0.0	0.9%	15.5%	6.8%	-10.4	0.4%	-2.4	-4.2%
COc1cc2c(cc1OC)C(CC#N)=NC(C)(C)C2	-0.1	10.5%	10.1%	-0.2%	-2.4	-5.8%	0.4	-3.2%
COc1cc(CNC(=O)c2cc(-c3ccc(OC)cc3C)n[nH]2)cc(OC)c1	1.0	3.0%	15.7%	6.0%	-2.9	-5.3%	-1.1	3.2%
CC(Cc1ccccc1)NC(=O)C1(c2ccccc2)CCOCC1 (stereo not drawn)	0.1	-1.1%	6.2%	2.1%	-1.5	11.1%	0.1	3.0%
CN(C(=S)NC(=O)c1ccccc1)C1CCCCC1	1.4	11.1%	7.9%	-2.0%	-2.0	5.9%	-1.0	-2.4%
Cc1cccc(-n2c(N)cc(=O)[nH]c2=S)c1	-1.1	9.6%	-6.8%	5.1%	-4.0	-1.0%	-1.7	-12.6%
COc1ccccc1NS(=O)(=O)c1cc(NC(=O)c2ccc(=O)[nH]c2)ccc1N1CCOCC1	-0.7	2.9%	-4.3%	-21.4%	-20.2	-8.9%	1.1	u
CCCc1nnc(NC(=O)c2cccc(OC)c2)s1	-0.7	11.9%	4.0%	-1.6%	-15.8	-23.2%	-0.3	-8.4%
c1ccc(OCCN2CCN(Cc3nc(-c4ccc5c(c4)OCO5)no3)CC2)cc1	0.1	12.9%	15.7%	-1.9%	-0.3	-6.9%	-4.9	-16.4%
COc1ccc(C)cc1NC(=O)CSc1nnc(CC(=O)Nc2ccccc2C)n1C	-0.2	-8.9%	-5.7%	3.7%	x	3.3%	-0.8	-1.0%
O=C(O)c1cc(N/N=C/c2cccnc2)ccc1Cl	-0.7	7.7%	8.1%	-14.0%	2.6	0.6%	1.9	-6.1%
CCOc1ccc(NC(=O)CSc2nc3cc(C(=O)NCC4CCCO4)ccc3c(=O)n2CC2CCCO2)cc1 (stereo not drawn)	-3.4	-5.0%	6.7%	11.9%	-5.0	1.1%	-0.6	4.3%
COC(=O)c1ccccc1S(=O)(=O)N1CCC(C(=O)NCC2CCCO2)CC1 (stereo not drawn)	-4.3	0.6%	1.1%	3.2%	-1.0	17.4%	1.5	2.1%
N#CC(C#N)=C1C=CC=CN1/C(=C\c1ccco1)C(=O)c1ccc(Br)cc1	-0.8	9.4%	3.8%	56.2µM*	4.1	-11.2%	-1.6	2.99µM*
CCOC(=O)N1CCN(C(=O)Nc2ccc(NC(=O)N3CCN(C(=O)OCC)CC3)cc2)CC1	0.3	1.4%	1.6%	5.6%	-4.2	-3.6%	3.3	-9.6%
O=C(Oc1ccc(N(C(=O)c2ccncc2)S(=O)(=O)c2ccc(F)cc2)cc1)c1ccncc1	-0.5	9.1%	7.6%	4.1%	-5.5	-1.2%	0.8	u
Cc1nc(-c2ccc(S(=O)(=O)N3CCN(c4cccc(C)c4C)CC3)cc2)co1	-1.9	2.7%	11.2%	-11.7%	1.7	7.5%	-2.3	23.8µM*
Cc1cnc(=O)[nH]c1SCc1ccc(C(F)(F)F)cc1	-2.8	-15.7%	-5.2%	-3.0%[57.1 µM]	-1.6	-0.8%	-1.8	-3.8%
O=C(c1ccc2[nH]ccc2c1)N1CCCC(Nc2ccccc2)C1 (stereo not drawn)	-1.0	4.4%	-1.9%	1.3%	0.8	9.2%	2.9	u
CC1(NC(=O)NCc2ccccc2)CCS(=O)(=O)C1 (stereo not drawn)	1.2	1.1%	7.0%	-4.4%	-1.7	3.0%	-2.1	-15.8%
CC1(C(=O)NS(=O)(=O)C2CC2)CCN(C(=O)c2ccccc2OC(F)(F)F)C1 (stereo not drawn)	0.2	-12.0%	6.4%	12.0%	-6.8	-4.0%	0.7	-12.0%
N#Cc1ccc(CN2CCN(C(=O)c3cccc(S(=O)(=O)N4CCCCCC4)c3)CC2)cc1	-4.6	-8.5%	-9.2%	-13.0%	-5.2	7.3%	-2.8	1.3%
N#Cc1c(/N=C/c2ccco2)oc(-c2ccccc2)c1-c1ccccc1	-1.9	12.8%	2.5%	-23.6%	2.2	-15.9%	-1.1	-1.4%
Cc1ccc(NC(=O)c2ccccc2)cc1C	-0.2	-10.1%	11.4%	-1.3%	-5.7	-17.9%	0.6	-11.7%
COCCCN(C(=S)NC(=O)c1ccc(C(C)(C)C)cc1)c1c(N)n(Cc2ccccc2)c(=O)[nH]c1=O	1.4	-14.8%	-10.4%	-15.7%	3.7	u	-1.3	-17.8%
Cc1nn(C(=O)c2cccnc2)c(C)c1Sc1ccccc1	-0.1	2.7%	1.5%	-1.1%	4.5	-1.0%	-2.9	-7.4%
CCn1ccnc1CN1CCN(CCC(C)C)C(CCO)C1 (stereo not drawn)	-3.0	-6.9%	-1.2%	-5.8%	3.0	2.3%	0.2	10.6%
Cc1cc(O)c(/C=N/c2ccccn2)c(=O)o1	2.2	5.2%	-7.2%	-2.6%	-10.6	6.4%	-1.6	-1.1%
O=C(NCCc1ccc(C(F)(F)F)cc1)C1CCC(=O)N(C2CC2)C1 (stereo not drawn)	-1.0	1.5%	3.5%	-13.6%	-1.2	2.9%	1.4	2.8%
CCOC(=O)C1(CCOC)CCN(C(=O)c2ccccc2-c2cccc(C)c2)CC1	-2.9	-7.9%	-5.5%	1.0%	3.9	-7.7%	-2.5	-11.6%
CCNC(=O)CC1C(=O)N(c2ccccc2)C(=O)N1CCc1ccc(OC)cc1 (stereo not drawn)	-1.2	4.0%	-0.2%	6.8%	x	5.3%	-3.0	-6.4%
Fc1ccc(CNc2nc(-c3ccco3)cc(C(F)(F)F)n2)cc1	0.1	0.0%	3.7%	-15.7%	-17.4	-29.6%	-1.7	-12.8%
CN(c1ccccc1)S(=O)(=O)c1cccc(NC(=O)C2=NN(c3ccccc3)C(=O)CC2)c1	-0.7	-0.5%	4.8%	-7.5%	3.1	-8.0%	-4.6	-5.2%
NC(=O)CSc1nc2ccc([N+](=O)[O-])cc2[nH]1	-0.3	5.4%	4.9%	-4.3%	1.2	-10.1%	-1.3	-15.7%

Reprinted at random: 4 records from the list.
SMILES	IL-2 act	EPAC1 ag	EPAC2 agonist	WRN inhibitor	PI5P4Ka inh	EPAC1 antagonist	CCT modulator	PLK1 PBD inh
Cc1cc(O)c(/C=N/c2ccccn2)c(=O)o1	2.2	5.2%	-7.2%	-2.6%	-10.6	6.4%	-1.6	-1.1%
CN(c1ccccc1)S(=O)(=O)c1cccc(NC(=O)C2=NN(c3ccccc3)C(=O)CC2)c1	-0.7	-0.5%	4.8%	-7.5%	3.1	-8.0%	-4.6	-5.2%
CCOC(=O)C1(CCOC)CCN(C(=O)c2ccccc2-c2cccc(C)c2)CC1	-2.9	-7.9%	-5.5%	1.0%	3.9	-7.7%	-2.5	-11.6%
O=C(NCCc1ccc(C(F)(F)F)cc1)C1CCC(=O)N(C2CC2)C1 (stereo not drawn)	-1.0	1.5%	3.5%	-13.6%	-1.2	2.9%	1.4	2.8%

A portion of the library, so the mix of outcomes need not match the whole.
